IkB sig inh: IkB Signaling. ABC-DLBCL IkBa-CBG/CBR dual luciferase ratio, 4 h; response scale: scaled: untreated 0%, proteasome inhibitor 100%. Potency, µM (titrated, usually from 57.1 µM), inactives show at the top dose IkBa stabilization activation. 110,000 tested, 0.04% active; active means well fitted curve in the direction sought with a large enough effect in the signal ratio, not every such curve was filed as active; inconclusive means small, poorly fitted or top-dose-only effect, or a change in a side signal; the % refers to the signal ratio;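 further: the direction sought is a rising ratio; 0% = basal untreated cells and 100% = reference inhibitor full response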
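Curves were fitted separately to fusion (green), unfused (red) and ratio luminescence, then classed by r2, magnitude and activity. Cells: OCI-Ly3, 4 h compound plus doxycycline at 37C; 10 uM MG-132 defined full response.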
p53ts 39C kill: qHTS Screen for Compounds that Selectively Target Cancer Cells with p53 Mutations: Cytotoxicity of p53ts Cells at the Nonpermissive Temperature; H1299-p53A138V viability at 39C, ATP luminescence, 24 h; 130,000 tested, 1.5% active; AID 902, 2007; Potency, µM (series often up to 46.1 µM), inactives show at the top dose activity change, negative = cell killing, actives largely listed as cytotoxic; further: nearly all actives have a fitted effect of over 55% in size
Peg3 imprint: qHTS Assay for Compounds that Induce Erasure of Genomic Imprints; mouse ES Peg3-LacZ reporter, beta-gal luminescence, 40 h; Potency, µM (top dose mostly 60.7 µM), for the others: at the highest dose activity change, positive = activation, most hits filed as activators; 110,000 tested, 0.02% active;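 further: 0% = negative control wells on the plate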
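Readout: BetaGlo luminescence (5 min, room temp) for LacZ from the normally silent maternal Peg3 allele in female Peg3LacZ-Neo ES cells. Cells 300/well, 40 h, 37C, 5% CO2. Data normalized per plate to negative controls.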
p53ts 32C tox: qHTS Screen for Compounds that Selectively Target Cancer Cells with p53 Mutations: Cytotoxicity of p53ts Cells at the Permissive Temperature; Potency, µM (titrated, usually from 46.1 µM), for the others: at the top dose activity change, negative = cytotoxicity, most hits filed as cytotoxic; AID 924, 2007; 130,000 tested, 0.93% active; H1299-p53A138V at 32C, ATP luminescence viability, 24 h;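 further: 0% = DMSO and -100% = full killing by reference compound; nearly all actives have a fitted effect of over 55% in size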
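Cells: H1299 p53ts (A138V), 600/well, pre-incubated 16–30 h at 37C. Cpd up to 46 uM, 24 h, 32C. Readout: ATPlite luminescence, 20 min RT. Normalization: DMSO vs tamoxifen 100 uM. AC50 by Hill equation.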
An asterisk follows results filed as active; u = inconclusive; x = not tested or not shown; [ ] = another dose, or the depositor's remark. Unless noted, the call rests on the fitted dose curve; in most records, active means well fitted curve in the direction sought with a large enough effect; inconclusive means small, poorly fitted or top-dose-only effect, or another doubt; inactive means no such curve, though single readings can be large; an effect the other way counts as inactive or inconclusive. Unless noted, on the % scale 0 is the no-effect control and ±100 the full control effect; potency means the concentration at half of the fitted maximal effect. An unsorted share of the library; about 1.8% have a hit in one of these screens.

molecule | p53ts 32C tox | IkB sig inh | Peg3 imprint | p53ts 39C kill
Cc1ccc(-c2nnc(SCc3cccc(C#N)c3)o2)cc1 | -9% | u | 3%[10.9 µM] | 1%
COc1cc(OC)cc(C(=O)Nc2ccc3c(c2)COC3=O)c1 | 4% | 15% | -56%[inhibitor] | -1%
CCSc1ncnc2c1oc1ccccc12 | 6% | -1.9% | -12% | 12%
CC(C)CC(=O)NC1(C(F)(F)F)C(=O)Nc2c1c(=O)n(C)c(=O)n2C (configuration not stated) | 10% | 2.6% | 13% | 6%
Cc1c(C(=O)NCC2CCCO2)oc2ccc(S(=O)(=O)N3CCCCC3)cc12 (configuration not stated) | 1% | 2.8% | -12% | -12%
Cc1c(C(=O)N2CCCC2)sc(NC(=O)c2ccc(Cl)cc2)c1C#N | 14% | x | x | 2%
O=C(Nc1ccc(Cl)cc1)N1CCN(c2ccc3nnc(-c4ccccc4)n3n2)CC1 | 25% | u | -9%[10.9 µM] | -9%
O=c1[nH]c(CSc2nnc(-c3ccco3)n2-c2ccccc2)nc2sc3c(c12)CCC3 | -3% | -0.1% | 12% | -8%
c1ccc(C(c2nnnn2C2CCCC2)N2CCN(c3ccccc3)CC2)cc1 (configuration not stated) | -5% | x | x | 8%
COC(=O)[C@@]1(Cc2ccc(F)cc2)[C@H]2c3cc(C(=O)N(C)C)n(CCc4c[nH]c5ccc(OC)cc45)c3C[C@H]2CN1C(=O)c1ccccc1 | 1% | x | 10% | -16%
COc1ccc(C(c2nnnn2CCc2ccccc2)N2CCN(C3CCCC3)CC2)cc1OC (configuration not stated) | -2% | 0.0% | -8% | 3%
O=C1C(C=NCC2CCCO2)=C(O)c2ccccc21 (configuration not stated) | u | 9.6% | -74%[inhibitor] | -27%
O=C(CC1C(=O)N(c2ccc(F)cc2)C(=O)N1Cc1ccc2c(c1)OCO2)Nc1ccc(F)cc1 (configuration not stated) | -7% | u | 3%[10.9 µM] | 10%
Cn1c(C(=O)NCCN2CCCCCC2)cc2c(=O)n(C)c3ccccc3c21 | -4% | 7.2% | -25% | -11%
CCCCN(C)CCNC(=O)C1CCCN(S(=O)(=O)c2ccc3c(c2)oc(=O)n3C)C1 (configuration not stated) | 5% | -0.1% | -14%[10.9 µM] | 2%
Cn1c(=O)c2c(nc(SCc3ccccc3)n2Cc2ccc(Cl)cc2)n(C)c1=O | 0% | x | x | 2%

Some of these compounds in order of molecular weight, lowest first:
molecule | p53ts 32C tox | IkB sig inh | Peg3 imprint | p53ts 39C kill
CCSc1ncnc2c1oc1ccccc12 | 6% | -1.9% | -12% | 12%
O=C1C(C=NCC2CCCO2)=C(O)c2ccccc21 (configuration not stated) | u | 9.6% | -74%[inhibitor] | -27%
COc1cc(OC)cc(C(=O)Nc2ccc3c(c2)COC3=O)c1 | 4% | 15% | -56%[inhibitor] | -1%
c1ccc(C(c2nnnn2C2CCCC2)N2CCN(c3ccccc3)CC2)cc1 (configuration not stated) | -5% | x | x | 8%
Cc1c(C(=O)NCC2CCCO2)oc2ccc(S(=O)(=O)N3CCCCC3)cc12 (configuration not stated) | 1% | 2.8% | -12% | -12%
O=C(Nc1ccc(Cl)cc1)N1CCN(c2ccc3nnc(-c4ccccc4)n3n2)CC1 | 25% | u | -9%[10.9 µM] | -9%

Additional compounds follow:
molecule | p53ts 32C tox | IkB sig inh | Peg3 imprint | p53ts 39C kill
CCCC12CN3CC(C)(CN(C1)C3c1ccc(OC(C)C)cc1)C2=O (configuration not stated) | -14% | 2.7% | -2% | 5%
NC(=O)c1ccccc1N/C=C/C(=O)c1cccs1 | 11µM* | x | x | u
Cc1nc(C)c(C(=O)C2=C(O)C(=O)N(CCN(C)C)C2c2cccs2)s1 (configuration not stated) | 5% | 0.4% | 0% | 0%
COc1ccc(CC(=O)NC2CC(=O)N(c3ccc4c(c3)OCCO4)C2)cc1 (configuration not stated) | 1% | -0.8% | -8%[10.9 µM] | -11%
O=C(c1ccco1)N1CCN(C(=O)C2CCN(S(=O)(=O)c3cnc[nH]3)CC2)CC1 | 6% | 1.0% | -3% | 2%
O=C(Cn1cc(C(=O)C2CC2)c2ccccc21)NCC1CCCO1 (configuration not stated) | 0% | 1.6% | -9% | 9%
O=C(Cn1cc(C(=O)c2ccncc2)c(=O)c2cc(F)ccc21)Nc1ccc(Cl)cc1 | 10% | u | -7%[10.9 µM] | -9%
COc1ccc(NC(=O)N2CC3(CCN(C(=O)c4c(C)noc4C)CC3)C2)cc1 | 3% | 0.3%[11.4 µM] | x | 2%
COc1ccc(-n2c(Cc3cccn3C)nnc2SCC(=O)NCc2ccccc2Cl)cc1 | 11% | 0.2% | -23% | -5%
CCc1cccc(C)c1NC(=O)C(NS(=O)(=O)c1ccc2c(c1)CCC(=O)N2)c1ccccc1 (configuration not stated) | 18% | u | -6%[10.9 µM] | -7%
Cc1cc(C)c(CN2C(=O)c3ccccc3S(=O)(=O)c3ccc(C(=O)OCC4CCCO4)cc32)c(C)c1 (configuration not stated) | -4% | 0.1% | -3%[10.9 µM] | 11%
CCOc1ccccc1C(=O)NCCCN1CCN(CCCNC(=O)c2ccccc2OCC)CC1 | 2% | -1.7% | -9% | -3%
COCCCN1C(=O)c2[nH]nc(-c3cc(C)cc(C)c3O)c2C1c1ccc(O)c(OC)c1 (configuration not stated) | 14% | -0.2% | -8% | -8%
Cc1ccc(Cl)cc1N1CCN(C(=O)CCC(=O)O)CC1 | -2% | 10% | x | 3%
O=C(NCCCN1CCN(c2ccc(F)cc2)CC1)Nc1ccccc1Cl | 7% | 6.3% | 14%[10.9 µM] | u
COc1ccc(C(=O)N2CCC3(CC2)CN(C(=O)Nc2cccc(C#N)c2)C3)cc1 | -3% | 0.8%[11.4 µM] | x | 0%
C=CCOc1ccc(Oc2cc(C)nc(SC)n2)nn1 | -13% | x | x | -13%
Cc1onc(-c2ccccc2)c1C(=O)NCCN1CCOCC1 | 0% | x | x | 1%
NS(=O)(=O)c1ccc(CCNC(=O)Nc2ccc(Cl)cc2)cc1 | 1% | 0.0% | -13% | 18%
CC(=O)N1CCCc2cc(S(=O)(=O)N3CCC(C(=O)NCc4ccc(F)cc4)CC3)ccc21 | 3% | u | -7%[10.9 µM] | -26%
Cn1cccc1C(=O)N1CCC2(CCN(C(=O)Nc3cccc(C#N)c3)CC2)CC1 | 9% | 1.0%[11.4 µM] | x | 1%
CCOC(=O)C1CCCN(CC(=O)NC2CC2)C1 (configuration not stated) | 5% | -0.3% | -1% | 1%
Cc1c(C(=O)N2CCOCC2)oc2c1-c1nn(CC(=O)NCc3cccc(F)c3)cc1CC2 | -7% | 0.4% | 6%[10.9 µM] | 4%
O=C(CCCn1c(=O)[nH]c2ccccc2c1=O)N1CCN(c2ccccc2)CC1 | -3% | 2.2% | -15%[10.9 µM] | -1%
Cc1cc(C)nc(-n2nc(C)c(C3(O)C(=O)Nc4ccccc43)c2N)n1 (configuration not stated) | 1% | -0.4% | -16% | 12%
COc1ccc(Oc2ncc3nc(C)c(=O)n(C4CC4)c3n2)cc1 | 4% | 2.6%[11.4 µM] | x | 3%
O=C(COC(=O)c1ccco1)NC1CCCCC1 | 0% | -0.5% | -2% | 5%
Cc1cc(C)n2nc(C(=O)OCCOc3ccc(Br)cc3)nc2n1 | -12% | -0.9% | -3% | -2%
COc1ccc(CCNc2oc(COc3ccc(Cl)cc3)nc2C#N)cc1OC | 22µM* | u | -8%[10.9 µM] | u
CCCn1nnnc1SCC(=O)N1CCOCC1 | -12% | -0.3% | -5% | 3%
COc1ccccc1N(CC(=O)NCCSCc1ccccc1)S(C)(=O)=O | 1% | u | -10%[10.9 µM] | -4%
CC1CCN(S(=O)(=O)c2ccc3c(ccn3CC(=O)NCc3ccccc3F)c2)CC1 | -2% | u | -7%[10.9 µM] | -22%
COc1cc(Nc2ccc(C)cc2)c([N+](=O)[O-])nc1[N+](=O)[O-] | 10% | x | x | 11%
Cc1cnn(-c2nc(-c3cccs3)cc(C(F)(F)F)n2)c1 | 3% | u | -21% | -7%
Cc1cccc(C(=O)Nc2ccc3nc(SCC(=O)N4CCc5ccccc54)sc3c2)c1 | -9% | 0.3% | -16%[10.9 µM] | -16%
O=c1[nH]nnc2sc3c(c12)CCCC3 | 25% | -4.7% | 3% | 38%[activator]
CCOC(=O)CN1C(=O)C(O)(CC(=O)c2ccccn2)c2ccccc21 (configuration not stated) | -4% | -1.5% | -26% | -2%
CCCOc1ccc(C(=O)Nc2sc3c(c2C(=O)OCC)CCCCC3)cc1 | 1% | 1.6% | -3%[10.9 µM] | 16%
O=C(NCc1ccc2c(c1)OCO2)c1cccc(C(=O)NCc2ccc3c(c2)OCO3)c1 | 5% | u | -12% | 14%
Cc1c(Cl)cccc1-n1ncc(C(=O)N2CCc3ccccc3C2)c1C1CCN(C(=O)OC(C)(C)C)CC1 | 7% | -2.5% | -9%[10.9 µM] | 11%
OCCNCCCOc1cccc(Cl)c1Cl | u | -0.6% | -34%[inhibitor] | 13µM*
COc1ccc(NC(=O)CCCN2C(=O)C(c3ccccc3)Oc3cccnc32)cc1OC (configuration not stated) | 7% | -0.9% | -12%[10.9 µM] | -8%
CC(CC(=O)Nc1nncs1)c1ccccc1 (configuration not stated) | -23% | x | x | 4%
COC(=O)CN(C#N)c1nc(OC)nc(N(C)C)n1 | -9% | 2.3% | x | 6%
COc1cccc(N2CCN(C(=O)C3CCCN(S(=O)(=O)c4cccc5nsnc45)C3)CC2)c1 (configuration not stated) | -7% | u | 5%[10.9 µM] | 7%
c1ccc(-c2ccccc2-c2nc(-c3cccnc3)no2)cc1 | 7% | u | -17% | -2%
COc1ccccc1C(=O)Nc1cccc(OCc2cc(=O)n3c4c(sc3n2)CCCC4)c1 | -1% | u | -10%[10.9 µM] | -25%
COc1ccccc1C(=O)Nc1ccc(-c2cc(C(F)(F)F)nn2-c2ccccc2)cc1 | 2% | -1.4% | -15%[10.9 µM] | -8%
C#CCCCO/N=C1/C[C@@H](O)[C@@H](O)[C@@H]2[C@@H]3C(=O)N(C(C)(C)C)C(=O)[C@H]3CC[C@@H]12 | 4%[9.22 µM] | x | x | 8%[9.22 µM]
CCc1ncc(C(O)c2cccc(OC)c2OC)n1C (configuration not stated) | -1% | -1.8% | 11% | -6%
CCOC(=O)c1cccc(NC(=O)CC2C(=O)N(c3ccc(C)cc3)C(=O)N2Cc2cccc(OC)c2)c1 (configuration not stated) | 10% | 0.7% | 11%[10.9 µM] | -8%
CCOc1ccccc1C(=O)OCC(=O)Nc1cc(Cl)ccc1Oc1ccccc1 | -23% | x | x | -19%
COc1ccccc1-c1ccc2ncnc(NC3CC3)c2c1 | 6% | 2.4%[11.4 µM] | -14% | -11%
COc1cc(CN2CC(C)OC(C)C2)cc(OC)c1 (configuration not stated) | 4% | -1.7% | -12% | 8%
CC(C)OC(=O)CSc1nnc(-c2ccco2)n1N | -1% | 0.0% | -3% | 2%
Cc1cccc(C(=O)NNc2ncnc3c2cnn3-c2ccc(C)c(Cl)c2)c1 | 7% | 0.8% | -13%[10.9 µM] | -16%

Other structures follow.
molecule | p53ts 32C tox | IkB sig inh | Peg3 imprint | p53ts 39C kill
CC(C)CN(CC(C)C)C(=O)C12CCC(C)(C(=O)C1)C2(C)C (configuration not stated) | 4% | 1.9% | 8% | 9%
CC(C)(C)C(=O)NC1CCN(S(=O)(=O)c2ccccc2F)CC1 | -5% | -0.2% | 4% | 12%
CCOC(=O)N1CCN(C(=O)c2cc(S(=O)(=O)N3CCCC3)cn2C)CC1 | 3% | -1.6% | -11% | -6%
CCOc1ccc(C(O)c2nccn2Cc2ccccc2)cc1 (configuration not stated) | 11% | x | x | -15%
N#Cc1c(C(F)(F)F)cc(-c2cccs2)nc1SCC(=O)Nc1cccc(Br)c1 | -15% | u | -3%[10.9 µM] | 13µM*
COc1cc(CN(C(=O)COc2ccc(F)cc2)c2ccccn2)cc(OC)c1OC | -5% | u | -10%[10.9 µM] | 5%
CN1CCN(c2oc(-c3ccco3)nc2S(=O)(=O)c2ccccc2)CC1 | 11% | -0.2% | 5% | 9%
Cc1cc(C(=O)CN(Cc2ccc(F)cc2)S(=O)(=O)c2ccc3c(c2)OCCO3)c(C)n1C | 5% | u | -14% | -2%
